TrxR1 inh – rat TrxR1 inhibition; O89049; recombinant rTrxR1, NADPH fluorescence consumption, selenite substrate; Potency, µM (series often up to 114 µM), inactives show top-dose activity change, negative = inhibition, most hits filed as inhibitors; 390,000 tested, 1% active; AID 588453; note: potency is the fitted concentration of half-maximal effect; % is set by controls: 0 for no effect and ±100 for the full control effect; nearly all actives have a fitted effect of over 65% in size
Target sequence (O89049 whole entry, looked up): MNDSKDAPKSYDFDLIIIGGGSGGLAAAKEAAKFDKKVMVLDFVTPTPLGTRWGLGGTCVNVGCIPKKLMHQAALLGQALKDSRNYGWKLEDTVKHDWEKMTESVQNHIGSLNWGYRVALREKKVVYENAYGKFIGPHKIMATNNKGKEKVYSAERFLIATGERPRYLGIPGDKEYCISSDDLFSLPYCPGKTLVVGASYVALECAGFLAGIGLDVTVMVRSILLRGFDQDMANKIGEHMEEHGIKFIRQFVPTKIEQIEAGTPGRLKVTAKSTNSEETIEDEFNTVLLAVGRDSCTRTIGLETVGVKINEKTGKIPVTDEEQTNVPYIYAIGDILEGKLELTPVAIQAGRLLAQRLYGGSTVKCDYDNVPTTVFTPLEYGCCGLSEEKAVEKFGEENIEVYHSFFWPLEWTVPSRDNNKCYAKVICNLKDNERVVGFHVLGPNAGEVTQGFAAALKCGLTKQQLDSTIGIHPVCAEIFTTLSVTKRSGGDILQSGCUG
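Rat TrxR1 (90 nM in the dispensed reagent) was pre-reduced with 400 uM NADPH for 5 min at room temperature, then incubated with compound for 15 min. After 400 uM selenite was added, NADPH fluorescence (Ex 340/Em 450 nm) was followed for 8 min.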
TRHR agonist – TRH receptor (human) agonism; activation, % at 2 µM; 360,000 tested, 0.18% active; P34981; TRHR cells, calcium flux fluo-8, FDSS agonist mode; in the data active = activation above about 30%; note: 0% is about no effect
Target sequence (P34981 whole entry, looked up): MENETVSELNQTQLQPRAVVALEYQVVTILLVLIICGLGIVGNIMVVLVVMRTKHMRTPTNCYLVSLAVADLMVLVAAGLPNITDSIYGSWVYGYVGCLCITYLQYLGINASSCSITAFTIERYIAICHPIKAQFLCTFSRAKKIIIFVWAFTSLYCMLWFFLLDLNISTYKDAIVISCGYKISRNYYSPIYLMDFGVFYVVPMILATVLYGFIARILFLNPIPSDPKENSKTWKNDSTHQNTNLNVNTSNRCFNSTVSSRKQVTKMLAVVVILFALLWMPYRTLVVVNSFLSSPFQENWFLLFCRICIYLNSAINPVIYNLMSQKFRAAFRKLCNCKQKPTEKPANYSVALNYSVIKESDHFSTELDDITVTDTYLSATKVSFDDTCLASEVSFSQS
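TRHR-expressing cells loaded with fluo-8 calcium dye; 23 nL library compound pin-transferred, kinetic FDSS fluorescence (Ex 480/Em 530) recorded about 180 s for agonist-induced calcium release, before a 10 nM TRH EC20 addition for potentiator mode.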
USP1-UAF1 inh – inhibitors of human USP1/UAF1 deubiquitinase | O94782 | recombinant USP1/UAF1, Ub-Rhodamine cleavage fluorescence | Potency, µM (highest dose often 57.1 µM), inactives show at the highest dose activity change, negative = inhibition, hits mostly inhibitors | 390,000 tested, 0.23% active | AID 743255; note: potency is the fitted concentration of half-maximal effect; % is set by controls: 0 for no effect and ±100 for the full control effect; nearly all actives have a fitted effect of over 60% in size; inactives centre near -12
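USP1/UAF1 complex (1 nM) preincubated 15 min at room temperature with compound, then Ub-Rho substrate (150 nM final) added. Kinetic fluorescence at 480/540 nm over 6 reads at 60 s intervals; 50 mM HEPES pH 7.8, 0.5 mM EDTA, 0.1 mg/ml BSA, 1 mM TCEP, 0.01% Tween-20.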
TrxR1 substrate – is turned over as a substrate by rat TrxR1; O89049; purified TrxR1 substrate turnover, NADPH consumption readout; Potency, µM (top dose mostly 114 µM), for inactives: at the highest dose activity change, negative = substrate turnover; 390,000 tested, 0.01% active; note: potency is the fitted concentration of half-maximal effect; % is set by controls: 0 for no effect and ±100 for the full control effect; nearly all actives have a fitted effect of over 50% in size
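Rat TrxR1, dispensed at 90 nM, was prereduced with 400 uM NADPH (final) for 5 min at ~22 deg C, then incubated with compound 15 min before 400 uM selenite. A first-read NADPH fluorescence drop versus no-compound background flagged substrates.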
TRHR enhancer – allosterically enhances the human TRH receptor | P34981 | TRHR cells, fluo-8 calcium fluorescence, EC20 TRH enhancement | enhancement, % at 2 µM | 360,000 tested, 0.66% active | AID 493056; in the data active = enhancement above about 30%; note: 0% is about no effect
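TRHR-expressing cells loaded with fluo-8 calcium dye were read kinetically (ex 480/em 530) during compound addition, then stimulated with an EC20 of TRH (10 nM final). Enhancement of the Gq-mediated intracellular calcium response was scored.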
D2 antagonist – antagonists of human D2 dopamine receptor. 340,000 tested, 2% active. HEK293 TREx D2 cells, calcium flux, dopamine EC80. inhibition, % at 10 µM. P14416; in the data active = inhibition above about 30%; note: 0% is about no effect
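Overnight-induced (tetracycline, 30 C) HEK293 T-REx cells carrying force-coupled D2 receive a no-wash calcium dye, then compound, then EC80 dopamine at 180 s; signals are read kinetically throughout.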
Pin1 inh – inhibitors of human Pin1; Q13526; Pin1 FP peptide displacement, HiFluor488, 10 min; Potency, µM (series often up to 115 µM), for inactives: at the top dose activity, negative = inhibition, usual class: inhibitors; 390,000 tested, 0.009% active; AID 504891; active = well fitted inhibition curve with a large enough effect in the polarisation, with a control signal flat, not every such curve was filed as active; inconclusive = small, poorly fitted or top-dose-only effect, or effect the other way, or a change in a side signal; inactive = no such curve, though single readings can be large or run the other way; the % refers to the polarisation; note: potency is the fitted concentration of half-maximal effect; % is set by controls: 0 for no effect and ±100 for the full control effect
Target sequence (Q13526 whole entry, looked up): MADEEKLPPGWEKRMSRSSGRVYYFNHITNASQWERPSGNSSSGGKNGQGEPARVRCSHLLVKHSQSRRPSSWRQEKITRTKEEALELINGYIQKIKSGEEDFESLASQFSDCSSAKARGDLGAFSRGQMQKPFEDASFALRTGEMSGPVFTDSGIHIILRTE
D2 agonist – activates the human D2 dopamine receptor. P14416. HEK293 T-REx D2 cells, calcium flux agonist mode. activation, % at 2 µM. 340,000 tested, 0.53% active. AID 485358;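 active = activation over 3 SD above normal in the single-dose calcium agonist read, cut at about 30% in these data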; note: 0% is about no effect
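Agonism is scored from calcium flux in a force-coupled, inducible HEK293 cell line expressing D2, read kinetically for 180 s after compound addition against dopamine controls.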
mIDH1 inhibitor – human IDH1 R132H inhibition; IDH1-R132H enzyme, NADPH consumption, diaphorase/resazurin fluorescence; Potency, µM (top dose mostly 76.6 µM), for inactives: at the top dose activity change, negative = inhibition, usual class: inhibitors; 390,000 tested, 0.093% active; AID 602179; note: potency is the fitted concentration of half-maximal effect; % is set by controls: 0 for no effect and ±100 for the full control effect; nearly all actives have a fitted effect of over 65% in size
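IDH1-R132H (0.5 ug/mL) preincubated 30 min with compound, then NADPH (0.016 mM) and alpha-KG (2 mM) added; 80 min at RT, pH 7.5. Remaining NADPH coupled via diaphorase/resazurin to fluorescence (540/590 nm); concentration-response curves normalized to no-enzyme control.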
* hit, by the source's call; u = inconclusive; x = not tested or not shown; [ ] = another dose, or the depositor's remark. Unless noted, calls come from the whole dose curve; as a rule, active = well fitted inhibition curve with a large enough effect; inconclusive = small, poorly fitted or top-dose-only effect; inactive = no such curve, though single readings can be large or run the other way.

SMILES | TrxR1 inh | TRHR agonist | USP1-UAF1 inh | TrxR1 substrate | TRHR enhancer | D2 antagonist | Pin1 inh | D2 agonist | mIDH1 inhibitor
COc1ccc(CCn2c(C(C)C)nc3c(c(=O)c4ccccc4n3C)c2=O)cc1 | 4% | 17 | -24% | -2% | -7 | 12 | -2% | 16 | 7%
Brc1ccc(/C=N/Nc2nc3ccccc3o2)cc1 | -9% | 0.9 | -26% | -8% | -7 | 21 | 1% | -0.8 | 7%
O=C(CCc1ccccc1)Nc1cc(S(=O)(=O)N2CCOCC2)ccc1N1CCCC1 | 20% | -0.2 | 3% | 1% | -9 | 5 | -1% | 0.0 | 8%
COCCCn1c2nc3ccccc3nc2c2c(=O)n(Cc3ccccc3Cl)cnc21 | x | 1.2 | x | x | 22 | 5 | x | 3.9 | x
CCNc1cc(S(=O)(=O)C(F)(F)F)ccc1N | -9% | 1.0 | -4% | -5% | 5 | -4 | 1% | 1.1 | 17%
Cc1sc2ncnc(SCC(=O)N(C)C3CCS(=O)(=O)C3)c2c1C (stereo not given) | 5%[57.1 µM] | 0.1 | -4% | 6%[57.1 µM] | 6 | 1 | 3% | 2.6 | 10%
CC(C)NC(=O)NC(=O)COC(=O)c1ccccc1O | 6% | -0.6 | -15% | -1% | 7 | -13 | -3% | 0.1 | -7%
O=C(c1ccco1)N1CCN(c2ncnc3scc(-c4cccs4)c23)CC1 | -14% | -2.2 | 8% | 4%[57.1 µM] | -19 | -13 | -9% | 1.1 | 10%
O=C(Cc1ccc(F)cc1)N1CCC(c2nc3c(nnn3Cc3ccc(Cl)cc3)c(=O)[nH]2)CC1 | -5% | 0.3 | -14% | 1% | -7 | x | 9% | -0.4 | -7%
COc1ccc(C(=O)NCC(=O)OCc2ccc(F)cc2Cl)cc1OC | 13% | -0.5 | -11% | 0% | 0 | -13 | -4% | -0.2 | -4%

Quoted at random: three records from the list
SMILES | TrxR1 inh | TRHR agonist | USP1-UAF1 inh | TrxR1 substrate | TRHR enhancer | D2 antagonist | Pin1 inh | D2 agonist | mIDH1 inhibitor
COCCCn1c2nc3ccccc3nc2c2c(=O)n(Cc3ccccc3Cl)cnc21 | x | 1.2 | x | x | 22 | 5 | x | 3.9 | x
O=C(c1ccco1)N1CCN(c2ncnc3scc(-c4cccs4)c23)CC1 | -14% | -2.2 | 8% | 4%[57.1 µM] | -19 | -13 | -9% | 1.1 | 10%
COc1ccc(C(=O)NCC(=O)OCc2ccc(F)cc2Cl)cc1OC | 13% | -0.5 | -11% | 0% | 0 | -13 | -4% | -0.2 | -4%

(more compounds)
SMILES | TrxR1 inh | TRHR agonist | USP1-UAF1 inh | TrxR1 substrate | TRHR enhancer | D2 antagonist | Pin1 inh | D2 agonist | mIDH1 inhibitor
CN1C(=O)NC(NC(=O)C2CCCCC2)(C(F)(F)F)C1=O (stereo not given) | -6% | 0.3 | -8% | -9% | -1 | 7 | -4% | 0.0 | 1%
O=C(COC(=O)c1ccccc1Oc1ccccc1)NCc1ccco1 | u | -2.0 | 13% | -5% | 20 | 2 | -16% | 0.6 | 5%
Cc1c(NS(=O)(=O)c2cc(C(=O)NCc3ccco3)cc(Cl)c2Cl)c(=O)n(-c2ccccc2)n1C | -10% | 0.2 | -22% | -9% | -6 | 2 | -4% | 0.2 | -2%
CCCCOC(=O)N1CCOCCOCCN(C(=O)OCCCC)CCOCCOCC1 | 9% | -0.5 | -7% | -4% | -7 | 14 | 1% | 0.4 | 9%
CC1=NN(c2ccc(C)cc2)C(=O)/C1=C\C=C\c1ccccc1 | 3%[57.1 µM] | -0.5 | u | 3%[57.1 µM] | -6 | -8 | -4% | 3.0 | 2%
Cc1ccccc1NC(=O)c1c(C)oc2ccc(O)c(CN3CCOCC3)c12 | 17% | -0.9 | -22% | -2% | 10 | x | -3% | 0.0 | 0%
CC1CN(S(=O)(=O)c2cccc3nsnc23)CC(C)O1 (stereo not given) | -3% | -0.2 | 3% | -2%[57.1 µM] | -7 | 13 | u | -0.9 | 1%
Cc1cccc(C)c1NS(=O)(=O)c1ccc(-c2ccc(=O)[nH]n2)o1 | 0% | 0.3 | -3% | -2% | 1 | -6 | -8% | 1.1 | -26%
COc1ccc(NC(=O)c2c3c(nc4ccccc24)CCC3)cc1 | 18% | -0.6 | 4% | 2% | 4 | 14 | 1% | -0.6 | 2%
CC(=O)N/N=C/c1cc([N+](=O)[O-])ccc1OCCOc1ccccc1 | 26% | -0.2 | -2% | 6% | 8 | -26 | -12% | 0.6 | 3%

(next part)
SMILES | TrxR1 inh | TRHR agonist | USP1-UAF1 inh | TrxR1 substrate | TRHR enhancer | D2 antagonist | Pin1 inh | D2 agonist | mIDH1 inhibitor
CN(C)CCCn1c(=S)[nH]c2sc3c(c2c1=O)CCCC3 | -14% | 1.1 | -17% | 36%[activator] | -3 | 10 | -5% | 1.9 | 3%
Cc1c(C(=O)N2CCCCCC2)c(S(=O)(=O)Nc2ccc(OC(F)(F)F)cc2)c(C)n1C | 10%[57.1 µM] | 0.1 | -8% | 0%[57.1 µM] | 2 | x | -3% | 0.9 | 0%
CSc1nc(C)c2c(n1)OC(CN1C(=O)c3ccccc3C1=O)C2 (stereo not given) | x | -0.4 | x | x | 14 | -10 | x | 0.7 | x
CS(=O)(=O)N1CCN(c2ccc(NC(=O)c3ccc([N+](=O)[O-])o3)cc2)CC1 | 16% | 0.2 | -23% | -3% | 3 | x | 3% | x | 8%
O=C(/C=C/c1ccco1)Nc1ccccc1C(=O)O | 14µM* | -0.3 | -10% | -7%[57.1 µM] | -1 | 9 | u | -0.5 | 15%
CCOC(=O)N1CCN(C(=O)c2cnc3n(c2=O)CCS3)CC1 | -6% | 1.9 | -15% | -6% | -11 | -8 | -26% | -0.4 | 0%
Clc1cc(Cl)cc(CN2CCSCC2)c1 | 11% | 0.4 | -1% | 0% | 12 | 17 | 0% | -0.2 | 0%
O=C(COc1ccccc1)Nc1ccc(OCc2cc(=O)n3ccsc3n2)cc1 | -1% | -0.3 | -24% | 0% | 4 | x | -2% | 0.0 | -3%
COc1ccc(S(=O)(=O)c2nnn(-c3ccc(C(C)C)cc3)c2C)cc1 | 33% | 0.2 | -22% | 1% | -1 | x | -12% | -0.7 | 4%
Cc1cc(NC(=O)C2CC=CCC2C(=O)O)no1 (stereo not given) | 0%[57.1 µM] | 0.1 | -6% | 2%[57.1 µM] | -3 | 2 | -1% | 0.4 | 1%

(cont.)
SMILES | TrxR1 inh | TRHR agonist | USP1-UAF1 inh | TrxR1 substrate | TRHR enhancer | D2 antagonist | Pin1 inh | D2 agonist | mIDH1 inhibitor
CN1CCc2c(sc3c2C(=O)NC(c2ccc(-c4cccc(Cl)c4)o2)N3)C1 (stereo not given) | u | 19 | -17% | 26% | -1 | x | u | x | 6%
COc1ccc(C)cc1-n1nnnc1SCC1CCCCO1 (stereo not given) | 11% | -0.4 | -13% | -5% | 8 | -14 | -7% | -0.2 | 3%
CC(=O)c1cccc(NC(=O)COC(=O)c2cccc(N3C(=O)c4ccccc4C3=O)c2)c1 | 17% | 0.2 | -16% | -3% | -7 | -6 | 11% | -0.5 | 1%
CN(CCCCCNC(=O)/C=N/O)Cc1ccccc1 | x | 0.9 | x | x | -6 | 8 | x | 0.6 | x
O=C(Nc1ccccc1)O/N=C(\c1ccccc1)c1ccccn1 | 22% | 0.3 | -8% | 4% | 7 | -12 | -14% | 3.2 | 6%
CCOc1ccc(NC(C)C(=O)N/N=C/c2cccs2)cc1 (stereo not given) | -9% | 0.2 | 6% | -6% | 50* | 16 | 6% | 2.8 | 0%
O=C(Nc1ccc(OCC(=O)N2CCOCC2)cc1)Nc1cccc2ccccc12 | -1%[57.1 µM] | 0.4 | -3% | 4%[57.1 µM] | 0 | 13 | u | -0.2 | 4%
CCOC(=O)c1ccccc1NC(=O)c1cccc([N+](=O)[O-])c1 | 3%[57.1 µM] | 0.6 | -12% | -1%[57.1 µM] | 2 | -3 | 6% | 0.3 | 0%
CS(=O)(=O)c1ccc(C(=O)N2CCN(S(=O)(=O)c3ccc(C4CCCCC4)cc3)CC2)cc1 | 3% | x | -19% | -2% | x | x | -1% | x | 1%
COCC(=O)Nc1ccc(Br)cc1 | 13%[57.1 µM] | 0.4 | -20% | -10%[57.1 µM] | 1 | -8 | 0% | 0.0 | 3%
Cc1ccc(/C=N/NC(=O)c2cc3c(ccc4ccccc43)o2)o1 | 6% | 0.3 | -18% | 18% | -2 | -7 | -1% | -0.7 | -6%

Grouped by structure, the compounds so far containing an aryl thioether with sulfur outside any ring
SMILES | TrxR1 inh | TRHR agonist | USP1-UAF1 inh | TrxR1 substrate | TRHR enhancer | D2 antagonist | Pin1 inh | D2 agonist | mIDH1 inhibitor
Cc1sc2ncnc(SCC(=O)N(C)C3CCS(=O)(=O)C3)c2c1C (stereo not given) | 5%[57.1 µM] | 0.1 | -4% | 6%[57.1 µM] | 6 | 1 | 3% | 2.6 | 10%
CSc1nc(C)c2c(n1)OC(CN1C(=O)c3ccccc3C1=O)C2 (stereo not given) | x | -0.4 | x | x | 14 | -10 | x | 0.7 | x
COc1ccc(C)cc1-n1nnnc1SCC1CCCCO1 (stereo not given) | 11% | -0.4 | -13% | -5% | 8 | -14 | -7% | -0.2 | 3%

Screens (PubChem BioAssay)

These rows are one share of the data. The share of hits here may be higher or lower than overall.
